GLP-1R agonist – activates the human GLP-1 receptor; HEK293 GLP-1R CRE-luciferase, luminescence, 4-6 h; cells express a hypersensitive GLP-1R form; AID 624172; Potency, µM (series often up to 45.6 µM), for inactives: top-dose activation, most hits filed as activators; P43220; 380,000 tested, 0.007% active; note: potency is the fitted concentration of half-maximal effect; % of control where 0% means no effect
Abeta yeast res – compounds reversing amyloid beta toxicity in yeast; yeast expressing A-beta42, growth rescue, OD600, 48 h; response scale: 0% DMSO, 100% iron-clioquinol control; 410,000 tested, 0.063% active; AID 1347071; Potency, µM (titrated, usually from 46.1 µM), inactives show at the highest dose growth rescue, most hits filed as activators; note: potency is the fitted concentration of half-maximal effect; nearly all actives have a fitted effect of over 55% in size
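Growth rescue measured by 600 nm absorbance after 48 h yeast culture at 30 C with compound. Values normalized between DMSO and an equimolar ferric chloride plus clioquinol control.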
aSyn rescue – inhibitors of alpha-synuclein toxicity in yeast | Yeast expressing alpha-synuclein, growth rescue, BacTiter-Glo, 24 h | Potency, µM (titrated, usually from 46.1 µM), for inactives: at the highest dose growth rescue (activation), hits mostly activators | 370,000 tested, 0.14% active; note: potency is the fitted concentration of half-maximal effect; % of control where 0% means no effect; nearly all actives have a fitted effect of over 65% in size
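Readout is rescue of growth in alpha-synuclein-expressing yeast, so inhibitors of toxicity appear as activators. Growth after 24 hr at 30 deg C in galactose medium is quantified by luminescence.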
PTHR1 ag – activates the human parathyroid hormone receptor PTHR1. Q03431. HEK293 GP2 PTHR1 cells, GloSensor cAMP luminescence, 1 h. Potency, µM (series often up to 115 µM), without a hit: at the top dose activation, most hits filed as activators. 410,000 tested, 0.075% active. AID 743266; note: potency is the fitted concentration of half-maximal effect; nearly all actives have a fitted effect of over 55% in size; some results filed as inactive show a strong effect at the top dose; inactives centre near -15; many of its hits are not listed in these tables
Target sequence (Q03431 whole entry, looked up): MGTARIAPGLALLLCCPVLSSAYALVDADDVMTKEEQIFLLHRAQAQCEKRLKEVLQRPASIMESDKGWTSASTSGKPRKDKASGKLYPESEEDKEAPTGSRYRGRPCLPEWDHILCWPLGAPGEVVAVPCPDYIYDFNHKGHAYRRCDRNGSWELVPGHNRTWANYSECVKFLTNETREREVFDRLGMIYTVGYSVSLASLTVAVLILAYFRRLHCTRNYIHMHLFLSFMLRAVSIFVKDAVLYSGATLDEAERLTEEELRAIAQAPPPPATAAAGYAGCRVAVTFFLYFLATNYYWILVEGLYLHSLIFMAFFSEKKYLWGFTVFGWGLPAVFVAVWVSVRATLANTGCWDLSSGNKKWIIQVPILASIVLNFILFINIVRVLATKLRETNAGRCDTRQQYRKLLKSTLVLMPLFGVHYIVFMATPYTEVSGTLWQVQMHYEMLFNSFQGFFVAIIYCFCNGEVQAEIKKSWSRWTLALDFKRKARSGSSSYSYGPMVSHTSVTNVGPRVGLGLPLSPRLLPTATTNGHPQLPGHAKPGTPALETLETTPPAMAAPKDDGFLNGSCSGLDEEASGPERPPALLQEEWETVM
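HEK-293-derived GP2 cells expressing PTHR1 and a GloSensor cAMP reporter, 3,000/well, plated overnight, given luciferin plus IBMX (each 0.5 mM as added) for 1 h at 37 °C, then compound for 1 h at 37 °C. Luminescence was read after 15 min at room temperature.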
DRD3 antagonist – D3 dopamine receptor (human) antagonism; AID 652054; 360,000 tested, 2.5% active; D3R cells, DiscoveRx beta-arrestin luminescence, antagonist mode; stronger effect = lower value; max response, negative = inhibition, %; in the data active = max response below about -50%; inconclusive = no clear call, values can overlap the other calls; note: % is set by controls: 0 for no effect and ±100 for the full control effect; mostly tested at two doses, the higher about 12 µM
Target sequence (P35462 whole entry, looked up): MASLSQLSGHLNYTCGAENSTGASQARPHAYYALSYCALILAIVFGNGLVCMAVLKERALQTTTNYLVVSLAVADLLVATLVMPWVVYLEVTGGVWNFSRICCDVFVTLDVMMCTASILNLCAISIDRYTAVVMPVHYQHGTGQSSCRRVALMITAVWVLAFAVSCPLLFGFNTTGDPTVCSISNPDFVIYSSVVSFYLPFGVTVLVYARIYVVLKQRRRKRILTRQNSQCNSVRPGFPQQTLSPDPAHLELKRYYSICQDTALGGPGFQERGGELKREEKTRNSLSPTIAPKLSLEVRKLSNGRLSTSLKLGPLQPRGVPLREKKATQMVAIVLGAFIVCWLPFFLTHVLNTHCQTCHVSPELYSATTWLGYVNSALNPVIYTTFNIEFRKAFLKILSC
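Cells plated overnight at 1500 cells/well, then exposed to library compounds with dopamine controls for 90 minutes at 37 degrees C. DiscoveRx reagent added for 30–60 minutes at room temperature; luminescence read, quantitative HTS format.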
FUS suppressor – rescues growth of FUS-expressing yeast | S. cerevisiae FUS-expressing, growth rescue, OD600, 24 h | AID 1347120 | 390,000 tested, 0.24% active | Potency, µM (highest dose often 76.6 µM), for the others: at the top dose growth rescue (activation), most hits filed as activators;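 note: potency is the fitted concentration of half-maximal effect; plate controls were DMSO vehicle for no effect and reference control for full effect; nearly all actives have a fitted effect of over 55% in size; some results filed as inactive show a strong effect at the top dose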
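Absorbance at 600 nm, taken 24hr after compound addition, measured rescue of FUS-yeast growth at 30C. Induction used 2% galactose with seeding at OD 0.005. Controls: CP55940 from 92uM final, DMSO only.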
pAkt inh – inhibitors of Akt phosphorylation. Neuro2A IGF-stimulated pAkt S473 HTRF, 20 min; stronger effect = lower value. activity change, % for hits at 50 µM. 360,000 tested, 0.32% active; in the data active = activity change below about -80%; inconclusive = mostly about -51% to -80%; note: % is set by controls: 0 for no effect and ±100 for the full control effect
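Neuro2A cells in DMEM with 0.5% FBS, overnight at 37 deg C, given compound at single 50 µM final, then IGF (6 nM final) for 20 min at 37 deg C. Lysed; phospho-Akt Ser473 by HTRF after 24 h, 665/615 ratio.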
GLP-1R inv ag – GLP-1 receptor (human) inverse agonism; P43220; HEK293 GLP-1R CRE-luciferase, luminescence, 24 h; GLP-1R form is constitutively active; Potency, µM (highest dose often 38.3 µM), inactives show top-dose activity change, negative = inhibition, hits mostly inhibitors; 410,000 tested, 1.6% active; note: potency is the fitted concentration of half-maximal effect; % is set by controls: 0 for no effect and ±100 for the full control effect; nearly all actives have a fitted effect of over 55% in size
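GLP-1R inverse agonism mode: basal reporter luminescence in engineered HEK293 cells measured after one day of compound exposure at 37 deg C, with a 12 min room-temperature detection step.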
TDP43 rescue – rescues yeast growth from TDP-43 toxicity | TDP-43 expressing yeast growth rescue, BacTiter-Glo, 24 h | Potency, µM (titrated, usually from 46.1 µM), for the others: at the highest dose growth rescue (activation), hits mostly activators | 410,000 tested, 1.8% active | AID 652104; note: potency is the fitted concentration of half-maximal effect; % of control where 0% means no effect; nearly all actives have a fitted effect of over 50% in size
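Luminescence from BacTiter-Glo reports growth of TDP-43-expressing yeast after 24 hr at 30 deg C with compound. Cells were raffinose-pregrown to mid-log, then seeded in galactose medium at OD600=0.02.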
* marks the source's active call; other numbers are inactive results; i = inactive; ? = inconclusive; · = not tested or not shown; & = joins results of further samples; [ ] = dose if it differs, or a comment. Unless noted, calls come from the whole dose curve; as a rule, active = well fitted curve in the direction sought with a large enough effect; inconclusive = small, poorly fitted or top-dose-only effect, or another doubt; inactive = no such curve, though single readings can be large; an effect the other way counts as inactive or inconclusive.

SMILES	GLP-1R agonist	Abeta yeast res	aSyn rescue	PTHR1 ag	DRD3 antagonist	FUS suppressor	pAkt inh	GLP-1R inv ag	TDP43 rescue
O=S(=O)(NCc1ccc(C(F)(F)F)cc1)c1ccc(-n2cnnn2)cc1	-5%	0%	3%	i	-29	-33%	i	-5%	22%
C/C=C/c1ccc(OCCOc2cccc3cccnc23)c(OC)c1	13%	-14%	4%	i	0	17%	i	?	-11%
CC(C)C(=O)Nc1ccc(NC(=O)c2cc3ccccc3o2)cc1	-4%	-6%	-6%	i	-4	40%	i	-14%	-13%
COc1ccc2c(c1OC)CN1CCc3cc4c(cc3[C@@H]1[C@@H]2O)OCO4	10%	5%	1%	-13%	-117*	-4%	i	2%	15%
O=C(c1ccco1)N1CCN(c2ccc([N+](=O)[O-])cn2)CC1	0%	-9%	8%	-4%	5	2%	i	30%[activator]	?
COC(=O)Cn1c(=NC(=O)C(C)(C)C)sc2c(C)cc(C)cc21	-4%	-8%	2%	i	8	-15%	i	12%	15%
COc1ccc(/C=C/C(=O)OCC(=O)N2CCCC2)c(OC)c1	11%	5%	1%	-18%	-4	·	i	6%	24%
CC1CCCN(CCCNC(=O)c2cc3c(Cl)nc4ccccc4c3s2)C1 (stereo unspecified)	22%	-8%&-16%	7%	-21%&-2%	-65*	16%&-4%	i	?	-2%[0.397 µM]
CCC(=O)N1N=C(c2ccc(C)o2)CC1c1ccc(OC)cc1 (stereo unspecified)	-4%	-13%	4%	-26%	-3	-36%	i	7%	22%
COc1ccc(N(C(=O)c2ccccc2C)S(=O)(=O)c2ccc(C)cc2)cc1	·	-2%	·	-9%	·	-12%	·	10µM*	10%
Cc1ccc(NS(=O)(=O)c2ccc(CCC(=O)NCCO)cc2)cc1	2%	-13%	-3%	i	-13	13%	i	-3%	-11%
O=C(Cn1ccc(NC(=O)OCc2ccccc2)nc1=O)NCc1nc2ccccc2[nH]1	0%	-13%	-4%	-14%	-11	-20%	i	-1%	-12%
C/C=C(\C)C(=O)OC(C)(C)[C@@H]1Cc2cc3ccc(=O)oc3cc2O1	9%	7%	12%	-95%[inhibitor]	7	4%	i	98%[activator]	-7%
CCCC1=Nc2cc(C(=O)NC3CCCCC3)ccc2Sc2ccc(C)cc21	·	-18%	·	?	·	11%	·	0.79µM*	0%
CCCCOc1ccc(C(O)C(CN2CCOCC2)c2ccccc2)cc1 (stereo unspecified)	-1%	?	1%	-25%	11	-2%	i	10µM*	-16%
Cc1ccc(C2CC(c3cccs3)=NN2C(=O)CSC2=NN3CCCC(=O)N=C3S2)cc1 (stereo unspecified)	5%	2%	5%	i	12	?	i	-27%	19%
COc1ccc(C(CC(=O)N2CCCC2)c2c(OC)cc(OC)c3c(-c4ccccc4)cc(=O)oc23)cc1 (stereo unspecified)	?	5%	2%	i	2	?	i	?	14%
CCCCOc1ccc(C(C)NC(=O)CN2C(=O)CSc3ccc(S(=O)(=O)N4CCOCC4)cc32)cc1 (stereo unspecified)	·	8%	·	-16%	·	?	·	?	16%
O=C(COC(=O)c1ccccc1SCC(=O)NC1CCCCC1)NC1CCCCC1	4%	-4%	8%	i	-18	0%	i	6%	-2%
O=C(CCCc1ccccc1)Nc1nncs1	3%	-7%	-8%	i	-25	-9%	·	9%	10%
COc1ccccc1-n1cnnc1SCC(=O)Nc1cccc(S(N)(=O)=O)c1	9%	-1%	-2%	-2%	-7	9%	i	-4%	-19%
CCC(CC)C(=O)N(C)c1c(C)nc2c(OCc3cccc(Cl)c3)cccn12	-4%	?	29%	-1%	-62*	8%	i	?	17%
COc1ccc(OC)c(NP2(=O)OCC(C)([N+](=O)[O-])CO2)c1 (stereo unspecified)	14%	0%	0%	i	10	·	i	14%	17%
O=C(O)c1sc(C(=O)O)c(-c2ccccc2)c1-c1ccccc1	-3%	-10%	3%	i	-4	-12%	i	8%	-2%
CCCn1c(SCC(=O)Nc2nonc2C)nnc1-c1ccoc1C	-9%	-11%	-3%	i	-11	9%	i	5%	-9%

Single records, from the list above. Screens in order: GLP-1R agonist	Abeta yeast res	aSyn rescue	PTHR1 ag	DRD3 antagonist	FUS suppressor	pAkt inh	GLP-1R inv ag	TDP43 rescue
O=C(Cn1ccc(NC(=O)OCc2ccccc2)nc1=O)NCc1nc2ccccc2[nH]1 is listed with 0%	-13%	-4%	-14%	-11	-20%	i	-1%	-12%
O=S(=O)(NCc1ccc(C(F)(F)F)cc1)c1ccc(-n2cnnn2)cc1 is listed with -5%	0%	3%	i	-29	-33%	i	-5%	22%
O=C(CCCc1ccccc1)Nc1nncs1 is listed with 3%	-7%	-8%	i	-25	-9%	·	9%	10%
CC1CCCN(CCCNC(=O)c2cc3c(Cl)nc4ccccc4c3s2)C1 (stereo unspecified) is listed with 22%	-8%&-16%	7%	-21%&-2%	-65*	16%&-4%	i	?	-2%[0.397 µM]
COc1ccc(/C=C/C(=O)OCC(=O)N2CCCC2)c(OC)c1 is listed with 11%	5%	1%	-18%	-4	·	i	6%	24%

Quoted at random: 2 compounds from above, in no set order.
SMILES	GLP-1R agonist	Abeta yeast res	aSyn rescue	PTHR1 ag	DRD3 antagonist	FUS suppressor	pAkt inh	GLP-1R inv ag	TDP43 rescue
CCCCOc1ccc(C(C)NC(=O)CN2C(=O)CSc3ccc(S(=O)(=O)N4CCOCC4)cc32)cc1 (stereo unspecified)	·	8%	·	-16%	·	?	·	?	16%
CCCCOc1ccc(C(O)C(CN2CCOCC2)c2ccccc2)cc1 (stereo unspecified)	-1%	?	1%	-25%	11	-2%	i	10µM*	-16%

Next part.
SMILES	GLP-1R agonist	Abeta yeast res	aSyn rescue	PTHR1 ag	DRD3 antagonist	FUS suppressor	pAkt inh	GLP-1R inv ag	TDP43 rescue
O=[N+]([O-])c1cccc(S(=O)(=O)N2CCCCC2c2cccnc2)c1 (stereo unspecified)	-1%	22%	0%	-11%	1	-1%	i	0%	26%
COc1cccc(CN2CCCC(C(=O)N3CCCCC3)C2)c1OC (stereo unspecified)	6%	1%	·	-24%	-61*	1%	·	1%	-12%
Cc1ccc(CNC(=O)CNC(=O)[C@@H]2Cc3ccccc3CN2C(=O)OC(C)(C)C)cc1	1%	3%	11%	-22%	7	5%	i	-21%	-3%
CCOc1ccccc1NC(=O)C1CCN(S(=O)(=O)c2ccc3[nH]c(=O)oc3c2)CC1	·	-15%	·	i	·	13%	·	-1%	11%
CC(=O)N1c2c(cc(Br)cc2S(=O)(=O)NCc2ccc3c(c2)OCO3)CC1C (stereo unspecified)	0%	0%	1%	i	10	9%	i	0%	13%
CCN(C(=O)COC(=O)c1cc(Cl)ccc1OC)c1c(N)n(Cc2ccccc2)c(=O)[nH]c1=O	9%	-18%	0%	i	-2	-5%	i	1%	0%
CC(=O)Cn1cnc2scc(-c3ccc(C)c(C)c3)c2c1=O	-1%	-26%	-6%	-12%	-21	28%	i	?	?
CC1CCN(c2nc3ccc(C(=O)NCc4ccccc4)cc3s2)CC1	·	-7%	·	i	·	10%	·	16%	16%
O=C1C=C(c2ccc(Cl)c(C(F)(F)F)c2)C[C@@H](c2ccc(F)cc2)C1	17%	4%	-9%	-5%	0	18%	i	12%	?
COc1ccccc1NC(=O)Cc1csc(N)n1	-2%	-3%	-2%	i	-25	15%	i	6%	-20%
O=[N+]([O-])c1cc(Br)c(O)c(/C=N/Nc2nnnn2-c2cccc3ccccc23)c1	-7%	-37%[inhibitor]	-9%	-28%[57.5 µM]	-85*	40%	i	1%	?
CCOc1cccc(-c2cc(C(=O)NN)[nH]n2)c1	-5%	-8%	0%	-7%	-1	24%	i	1%[0.307 µM]	-1%
CCC(C(=O)OCC(=O)Nc1cccc(C(C)=O)c1)c1ccccc1 (stereo unspecified)	20%	?	-4%	-15%	-2	8%	i	?	1%
O=C1[C@H](Oc2ccccc2)[C@@H](c2ccccc2)N1c1ccncc1	-4%	-5%	-7%	-31%[inhibitor]	-5	-4%	i	-3%	4%
O=C(NCc1ccc2c3c(cccc13)C(=O)N2)c1cccs1	14%	4%	-4%	-12%	-14	1%	i	18%	6%
CCOc1ccccc1N1CCN(C(=O)C2=CC=CN3CCS(=O)(=O)N=C23)CC1	-1%	-8%	2%	24%	-4	-18%	i	15%	0%
CCNC(=O)c1cc(Cl)ccc1OC	1%	14%	2%	i	-7	·	i	26%	24%
COc1ccc(-n2nnnc2-c2ccc(S(C)(=O)=O)cc2Cl)cc1	1%	-10%	1%	-24%	30	-12%	i	5%	21%
COc1cc(O)c(C(CCN2CCCC2)c2ccc3c(c2)OCO3)c(OC)c1 (stereo unspecified)	-10%	3%	1%	i	8	4%	i	18%	4%
CCOC(=O)/C(C#N)=C/c1cccc(F)c1	1%	-8%	2%	-6%	10	-12%	i	17%	15%
COc1ccc(N2CCN(Cc3cc4c(cc3Br)OCCO4)CC2)cc1	4%	-5%	0%	-34%	-13	31%	i	?	-3%
CNS(=O)(=O)c1ccc(N2CCCC2=O)c([N+](=O)[O-])c1	3%	-17%	3%	i	19	12%	i	3%	-11%
Cc1cc(NC(=O)Nc2ccc(Cl)cc2)n(C)n1	0%	-17%	-5%	-46%[inhibitor]	5	8%	i	-8%	7%
Cc1ccc(S(=O)(=O)NCc2n[nH]c(=S)n2C)cc1	-7%	-7%	-9%	i	-21	25%	i	1%	-6%
CCCCN=C1CC(C)(C)CC(=O)/C1=C(/O)CCCN1C(=O)c2ccccc2C1=O	19%	0%	-1%	-1%	13	14%	i	-12%	19%[9.22 µM]

Not all compounds are listed. The share of hits here may be higher or lower than overall.
